# Screens (PubChem BioAssay)
# NALP1 inh: NALP1 inhibition; 280,000 compounds, 0.61% hits; S. cerevisiae NALP1/ASC/caspase-1 growth, X-gal OD620, 72 h; inhibition, % at 10 µM; in the data active = inhibition mostly above about 24%, no sharp cut-off; inactive = mostly below about 32%; also: some compounds called inactive have numbers as strong as hits
# MEKK2 WT-MEK5: raises or lowers MEK5 binding to wildtype human MEKK2 PB1 domain | Q9Y2U5 | bead flow cytometry, Alexa488-MEK5 binding to MEKK2 WT; actives lie on both sides | binding response (% of control), % at 10 µM | 290,000 compounds, 1.1% hits | AID 1531; in the data active = binding response below about 67% or above about 130%
# M18AAP inhibitor: blocks P. falciparum M18 aspartyl aminopeptidase | recombinant PfM18AAP, H-Glu-NHMec fluorogenic cleavage | inhibition, % at 7.35 µM | 290,000 compounds, 1.2% hits | AID 1822;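 active = inhibition above the campaign mean inhibition over all tested compounds plus 3 SD, cut at about 28% in these data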;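 also: 0% = plate median of test compound wells and 100% = 2 mM ZnCl2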
# SUMO HTRF inh: inhibitors of human SUMOylation (UBC9). P63279. HTRF SUMOylation assay, SAE1/SAE2 + UBC9, in vitro. inhibition, % at 35 µM. 290,000 compounds, 0.36% hits; in the data active = inhibition above about 50%, passing the limit was not always enough; also: strong numbers were not always called active
# Target sequence (P63279 whole entry, looked up): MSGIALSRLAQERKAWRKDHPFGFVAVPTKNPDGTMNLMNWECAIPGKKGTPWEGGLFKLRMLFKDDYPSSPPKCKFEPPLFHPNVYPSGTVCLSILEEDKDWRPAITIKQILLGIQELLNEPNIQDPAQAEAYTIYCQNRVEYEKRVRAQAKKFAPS
# FID counter: displaces DNA intercalator in HCV helicase counter-screen; AID 1845; 290,000 compounds, 0.17% hits; DNA fluorescent intercalator displacement, fluorescence; inhibition, % at 7.9 µM; in the data active = inhibition above about 37%;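 also: 0% = vehicle and 100% = reference compound; higher means more ethidium bromide displaced from hairpin DNA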
# MEKK2mut PB1 HTS: signal of MEK5 binding to mutant human MEKK2 PB1 domain; AID 1530; 290,000 compounds, 0.35% hits; bead flow cytometry, Alexa488-MEK5 binding to MEKK2 mutant; percent response, % at 10 µM; in the data active = percent response above about 24%, passing the limit was not always enough; also: inactives centre near 1; some results filed as inactive read as strong as hits
# IMP-1 inh: inhibitors of Pseudomonas aeruginosa IMP-1 metallo-beta-lactamase. 290,000 compounds, 0.45% hits. inhibition, % at 5.6 µM. purified IMP-1, nitrocefin hydrolysis, epi-absorbance fluorescence;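 active = inhibition above the mean plus 3 SD of all compounds in the same screening run, cut at about 4.5% in these data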;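 also: 0% = IMP-1 with DMSO and 100% = DMSO wells lacking enzyme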
#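 System: purified recombinant IMP-1 beta-lactamase. Medium: Zinc- and detergent-supplemented HEPES buffer, pH 7.1. Compound: one 5.6 µM dose […]. Schedule: 15 min preincubation plus 25 min reaction at 25 °C. Technique: Epi-absorbance fluorescence, 480 nm excitation, 530 nm emission.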
# VIM-2 inh: inhibitors of Pseudomonas aeruginosa VIM-2 metallo-beta-lactamase; purified VIM-2, nitrocefin hydrolysis, epi-absorbance fluorescence; inhibition, % at 5.6 µM; 290,000 compounds, 0.89% hits;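 active = inhibition above the mean of all tested compounds plus 3 SD, cutoff set per screening run, cut at about 7.5% in these data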;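 also: red hydrolysis product quenches plate fluorescence so inhibitors raise well fluorescence; 0% = enzyme with DMSO and 100% = DMSO without enzyme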
# HCV NS3 hel inh: blocks Hepatitis C virus NS3 helicase unwinding. NS3 helicase DNA unwinding, Cy5 molecular beacon fluorescence. 290,000 compounds, 0.56% hits. inhibition, % at 10.9 µM. AID 1800;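 active = inhibition above the mean of all tested compounds plus 3 SD, set per campaign, cut at about 35% in these data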;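 also: 0% = DMSO wells and 100% = thioflavine S control wells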
#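 assay system = NS3 helicase fragment of HCV | buffer or medium = MOPS pH 6.5, MgCl2, DTT, Tween20, BSA | timing = 60 min unwinding reaction at 25 °C after ATP addition | signal = Cy5 beacon fluorescence read at start and 1 h | read-out basis = % inhibition of unwinding | control set = low DMSO, high thioflavine S at 110 µM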
# * = called active by the depositor; . = not tested or not shown. Rows are unselected; 4.7% or so of the library scored in one or more.
smiles,FID counter,SUMO HTRF inh,MEKK2 WT-MEK5,IMP-1 inh,MEKK2mut PB1 HTS,M18AAP inhibitor,HCV NS3 hel inh,NALP1 inh,VIM-2 inh
COc1ccccc1-n1nnnc1SCC(=O)Nc1ccc(C)c(N)c1,-8,-12,99,-1.1,2,-21,-3,7,0.3
CC(C)C[C@H](NC(=O)C1(c2ccccc2)CCN(C(=O)OC(C)(C)C)CC1)C(=O)N1CCC[C@H]1C(=O)O,-40,-5,102,-1.3,7,-3,6,0,-1.5
O=C(CSc1nc(-c2ccccc2)c(-c2ccccc2)[nH]1)Nc1nccs1,-9,-16,99,-1.8,3,5,-11,18,-2.7
Cn1c(CC(=O)Nc2ccccc2)c(Sc2ccccc2)c2ccccc21,-1,1,121,-2.0,2,-5,9,24,-2.0
Cc1ccc(S(=O)(=O)CCC(=O)c2ccc(F)cc2)cc1,-15,11,113,-3.7,9,-90,-6,0,-2.4
Cc1cc(N2CCN(C(=O)OC(C)(C)C)CC2)n2ncnc2n1,-7,12,117,-2.8,15,-8,0,2,1.4
CCOc1ccc(C(=O)C2CCN(CC(=O)Nc3nccs3)CC2)cc1,-17,-1,107,-5.8,4,4,-1,13,-3.6
CC1CCN(S(=O)(=O)c2ccc3c(c2)N(CC(=O)NCCCN2CCCCC2)C(=O)CS3)CC1,17,.,112,-1.5,3,-17,-16,18,1.4
CC(C)CNC(=S)NC1CCCC1,0,4,91,-3.3,-7,-2,2,-24,-2.3
CCOC(=O)c1c(NC(=O)C2C3C=CC(CC3)C2C(=O)O)sc(C)c1C (centres undefined),-19,13,107,-4.0,0,-2,3,32,-1.8
CC(=O)N1CN(CCCn2ccnc2)Cc2c1sc1c2CCCC1,18,9,107,-5.0,6,-8,10,-6,26*
CCOC(=O)CC1NC(=O)c2ccccc21 (centres undefined),-6,15,110,-2.7,5,-10,-10,0,-1.6
O=C(NCc1cccs1)c1cc(C2CC2)on1,3,-24,107,-4.5,3,4,-3,25,-3.4
O=S(O)OC1CS(=O)(=O)CC1c1ccccc1 (centres undefined),-5,1,103,-3.4,6,-3,5,4,-4.6
CC(NC(=O)NC1CCCCC1)c1ccc2c(c1)OCO2 (centres undefined),-4,5,87,-0.4,-7,-4,-8,-6,0.7
COc1ccc(CNC(=O)c2cncc(Br)c2)cc1,-6,8,108,-1.9,2,-6,-3,6,-2.9
Cc1ccc(S(=O)(=O)NC(=O)Nc2ccc(F)c(F)c2)cc1,-2,2,92,-1.6,-6,-3,16,18,-1.3
CN(C)c1nc(NCc2ccccc2)nc(SCC(=O)Nc2ccccc2)n1,-5,21,98,-2.8,3,-8,2,10,-0.6
COc1ccccc1OCC(=O)Nc1ccccn1,0,20,97,0.7,-2,-3,0,29,-0.7
Cc1ccc(OCC(O)CNCc2ccccc2)cc1C (centres undefined),11,-3,103,-0.7,1,-1,-13,22,-0.4

# Three entries out of the list, sorted by number of heavy atoms, lowest first.
smiles,FID counter,SUMO HTRF inh,MEKK2 WT-MEK5,IMP-1 inh,MEKK2mut PB1 HTS,M18AAP inhibitor,HCV NS3 hel inh,NALP1 inh,VIM-2 inh
CCOC(=O)c1c(NC(=O)C2C3C=CC(CC3)C2C(=O)O)sc(C)c1C (centres undefined),-19,13,107,-4.0,0,-2,3,32,-1.8
Cn1c(CC(=O)Nc2ccccc2)c(Sc2ccccc2)c2ccccc21,-1,1,121,-2.0,2,-5,9,24,-2.0
CC1CCN(S(=O)(=O)c2ccc3c(c2)N(CC(=O)NCCCN2CCCCC2)C(=O)CS3)CC1,17,.,112,-1.5,3,-17,-16,18,1.4

# Following part.
smiles,FID counter,SUMO HTRF inh,MEKK2 WT-MEK5,IMP-1 inh,MEKK2mut PB1 HTS,M18AAP inhibitor,HCV NS3 hel inh,NALP1 inh,VIM-2 inh
CCN(CC)S(=O)(=O)c1ccc(O)c(NC(=O)c2ccc(N3CCOCC3)c([N+](=O)[O-])c2)c1,-1,13,95,-2.7,-2,11,-5,25,-3.4
CCOC(=O)/C(C#N)=C/c1cc2cc(C)c(C)cc2nc1Cl,1,10,97,-3.0,0,4,-3,.,0.0
N/C(=N\OC(=O)Cc1ccccc1[N+](=O)[O-])c1ccccn1,-1,17,63,1.5,-33,0,17,2,1.6
Cc1cc(C)c2nc(-c3ccccn3)cc(C(=O)Nc3cc(C)on3)c2c1,-1,-4,103,-3.0,5,-5,-1,-11,-2.6
O=C1NC(=O)c2c(NC(=O)C3CCCO3)cccc21 (centres undefined),0,13,98,4.2,-4,-4,6,17,-2.1
CCCCNC(=S)NNC(=O)CCn1nc(C)c(Br)c1C,-11,-10,107,-2.1,4,6,-1,12,-1.4
CC/C(C)=N/Oc1nc(C)cc(C)n1,1,1,98,-0.9,-5,-5,19,23,1.5
O=C(Nc1ccc(Cl)cn1)C1CCCN1S(=O)(=O)c1ccc(Cl)cc1 (centres undefined),-15,1,100,-2.3,2,5,-3,24,-3.5
CC(=O)Nc1ccc(S(=O)(=O)NCCc2ccccc2)cc1,-2,-11,105,-2.1,-1,4,-1,22,-2.2
Oc1cccc(NC(=S)N=Nc2c(O)[nH]c3ccccc23)c1,4,-100,87,-5.0,0,23,22,-6,-5.0
Cc1cccc(/C=C2\CCC(=C3SCCCS3)C2=O)c1,-5,-9,94,0.1,-12,0,10,7,0.8
CC(=O)OCC1(C)CN(c2ccccc2)N(C(=O)c2ccc(C(C)(C)C)cc2)C1=O (centres undefined),-33,-8,87,-0.4,-8,-14,9,24,0.1
COc1ccc(N(CC(=O)Nc2ccc(OC)cc2OC)S(=O)(=O)c2ccccc2)cc1,-25,6,55,-0.1,-16,-10,-3,7,-0.9
COc1ccc(F)cc1S(=O)(=O)NCc1cc(=O)n(C)c(=O)n1C,-3,5,109,-2.5,5,-5,-2,-13,-3.9
COc1cc2cc(C(=O)Nc3ccc4c(c3)OCCO4)[nH]c2cc1OC,-10,.,98,-3.3,9,2,-2,6,-4.1
Cc1ccc(C(=O)NNC(=O)CSc2nnc(-c3ccncc3)n2C)cc1,-2,5,100,-1.4,0,-12,-3,-3,0.8
O=C(Nc1ccc(-c2cn3c(n2)SCC3)cc1)c1ccc2ccccc2n1,-19,22,89,-2.8,-6,-1,-12,3,-1.7
COC(=O)C1=C(C)OC(N)=C(C#N)C1c1c(C)nn(-c2ccccc2)c1Cl (centres undefined),-23,9,100,-5.9,0,-4,3,8,-2.7
O=C(CCN1C(=O)c2cccc3cccc(c23)C1=O)N1CCN(c2ccccc2F)CC1,-1,-8,107,-2.9,7,-2,6,8,-1.8
O=C(Cc1cccs1)Nc1nc2ccccc2s1,2,22,98,-2.9,1,0,-1,-3,-1.3

# 2 entries drawn at random from the list so far, as already listed:
smiles,FID counter,SUMO HTRF inh,MEKK2 WT-MEK5,IMP-1 inh,MEKK2mut PB1 HTS,M18AAP inhibitor,HCV NS3 hel inh,NALP1 inh,VIM-2 inh
Oc1cccc(NC(=S)N=Nc2c(O)[nH]c3ccccc23)c1,4,-100,87,-5.0,0,23,22,-6,-5.0
CCCCNC(=S)NNC(=O)CCn1nc(C)c(Br)c1C,-11,-10,107,-2.1,4,6,-1,12,-1.4

# Later entries:
smiles,FID counter,SUMO HTRF inh,MEKK2 WT-MEK5,IMP-1 inh,MEKK2mut PB1 HTS,M18AAP inhibitor,HCV NS3 hel inh,NALP1 inh,VIM-2 inh
Cc1cc(C)c(C(N)=O)c(NC(=O)Nc2ccccc2Cl)n1,-10,8,98,-0.6,-3,-3,1,0,0.2
N#Cc1c(-c2cccs2)nc(SCC(=O)c2cccs2)[nH]c1=O,0,18,103,1.1,2,14,26,-2,4.2
CC1C/C(=N\Nc2ccc(S(N)(=O)=O)cc2[N+](=O)[O-])CC(C)(C)C1 (centres undefined),0,6,96,-2.9,0,7,-8,36,-1.8
Clc1ccc(-c2nnc3n2-c2ccccc2SC3)cc1,-16,5,101,-3.9,3,-3,5,4,-2.4
COc1ccc(OC)c(C(=O)c2ccc(C(=O)Nc3ccc4ccccc4c3)cc2)c1,-2,6,103,-2.2,1,1,-10,31,-2.6
Oc1ccc(CN2CCN(c3ccccc3)CC2)c2cccnc12,3,1,105,-1.7,1,4,4,3,-3.0
Cc1ccc(S(=O)(=O)c2nc(NCc3ccc4c(c3)OCO4)sc2Cl)cc1,-17,-22,97,-3.0,5,5,-11,-6,-4.0
COc1cccc(/C=C/C(=O)NCC2CCCCC2)c1,-27,-3,106,-3.1,7,-3,-2,3,-1.9
CC(CCc1ccccc1)NC(=O)COC(=O)C12CC3CC(CC(Br)(C3)C1)C2 (centres undefined),-28,-5,99,-2.4,16,-3,-6,8,-3.1
Cc1cc([N+](=O)[O-])ccc1NCc1cccc([N+](=O)[O-])c1,9,-14,101,-3.7,5,-4,2,3,-3.8
COc1ccccc1CNC(=O)COc1ccc2c(c1)CCC2,-29,-11,107,-3.3,6,3,-4,19,-2.0
O=S(=O)(Nc1ccc(S(=O)(=O)N2CCCC2)cc1)c1ccc(F)cc1,-10,4,99,-2.6,2,-3,-1,-6,-0.7
CCOC(=O)N/N=C\c1ccc(OC/C=C/c2ccccc2)cc1,-21,-2,92,-2.3,-4,4,-2,9,-1.6
COc1ccc(CCN2C(=O)NC(NS(=O)(=O)c3ccccc3)(C(F)(F)F)C2=O)cc1OC (centres undefined),-21,1,104,-3.8,5,1,5,13,-2.8
C/C(=N\NC(=O)c1ccc(COc2ccccc2)cc1)c1ccncc1,-7,6,105,-3.2,7,1,-2,4,-2.1
CCCCNS(=O)(=O)c1ccc(NC(=O)C(Sc2ccccc2)c2ccccc2)cc1 (centres undefined),-16,-24,135,1.0,1,-1,2,26,-1.2
COc1cc2c(cc1OC)CN(CC(=O)Nc1ccccc1SC)CC2,-9,-8,102,-3.0,0,1,-7,-3,-2.0
CCOC(=O)CSc1cc(CSc2ccccc2)nc(-c2ccccc2)n1,-11,-2,101,-2.4,-10,-5,6,21,-2.2
CCOC(=O)C(C)Oc1ccc(C2NC(=O)NC(C)=C2C(=O)Nc2ccccc2C)cc1 (centres undefined),-17,17,108,-3.0,6,-8,1,23,0.8
Cc1ccc(C(=O)Nc2cnc3sc(C)nn3c2=O)cc1,4,-6,97,-3.4,-4,-13,6,-2,-1.4

# Later entries.
smiles,FID counter,SUMO HTRF inh,MEKK2 WT-MEK5,IMP-1 inh,MEKK2mut PB1 HTS,M18AAP inhibitor,HCV NS3 hel inh,NALP1 inh,VIM-2 inh
CCC(COC(=O)Nc1cccc(C)c1)NC(=O)OCC(C)C (centres undefined),-19,13,100,-5.7,-5,-1,-1,9,-1.1
CCOC(=O)COc1cc(-n2c(=S)[nH]c3cc(OC)c(OC)cc3c2=O)c(Cl)cc1Cl,-2,4,93,-3.9,-5,4,0,-10,-2.8
Oc1ccc(-c2csc(Nc3ccccn3)n2)c(O)c1,6,-4,103,-1.2,1,34*,-15,3,-1.8
Cc1ccccc1NC(=O)/C(C#N)=C\c1cc(C)n(-c2ccc(C(=O)O)cc2)c1C,-38,18,98,-0.6,1,-3,31,.,0.3
CC1(C(=O)N2CC3(CC(c4cccc(NC(=O)CC(c5ccccc5)c5ccccc5)c4)=NO3)C[C@@H]2C(N)=O)CC1 (some centres undefined),.,-33,89,.,-21,.,.,23,.
CC(=O)c1ccc(NC(=S)NC(C)CCc2ccccc2)cc1 (centres undefined),-12,19,114,-2.3,12,0,0,-24,-1.8
O=C(Cc1ccsc1)Nc1ccc(S(=O)(=O)C(F)F)cc1,1,4,99,-3.6,-6,-1,-5,6,1.3
